Screening results from PubChem BioAssay.
SRC1 inh – human NCOA1 inhibition | Q15788 | actives 0.12% (n = 360,000) | AID 588354 | HEK293 GAL4-SRC1 luciferase reporter, luminescence | inhibition, % at 3.6 µM;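 active = inhibition above the campaign mean plus 3 SD, with each screening campaign given its own cutoff, cut at about 60% in these data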;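 also: 0% = DMSO treated cells and 100% = gossypol at 36 µM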
NCOA3 inh – human NCOA3 inhibition; HEK293 GAL4-SRC3 luciferase reporter, luminescence; AID 588352; inhibition, % at 3.6 µM; Q9Y6Q9; actives 0.17% (n = 360,000);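 active = inhibition above a per-campaign cutoff, the mean of all compounds plus 3 SD, cut at about 60% in these data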;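 also: 0% = DMSO-treated cells and 100% = gossypol-treated cells at 36 µM; higher means less SRC3-driven luciferase light from the GAL4 reporter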
LMP1 NFkB inh – reduces LMP1-driven NF-kappaB luciferase signal | LMP1-induced NF-kappaB luciferase reporter cells, luminescence | inhibition, % at 12.5 µM | actives 0.69% (n = 350,000) | AID 504558; in the data active = inhibition above about 41%;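 also: 0% = neutral control wells and 100% = reference inhibitor control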
CF NFkB inh – inhibitors of cystic fibrosis induced NF-kB; KKLEB NF-kB-GFP reporter, PAF-induced, GFP fluorescence overnight; inhibition, % at 5 µM; actives 0.86% (n = 360,000); AID 588850;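 active = at least 50% inhibition at 5 µM, scaled per plate between neutral and stimulator controls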;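 also: PAF is a Pseudomonas aeruginosa culture filtrate used as stimulus; plate controls were PAF-stimulated DMSO wells for no effect and unstimulated DMSO wells for full effect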
NR2F2 inh – inhibitors of human COUP-TFII (NR2F2); P24468; HEK293T NGFI-A luciferase reporter, luminescence; inhibition, % at 8.6 µM; actives 0.7% (n = 370,000); AID 686940;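 active = inhibition above a per-plate cutoff, mean inhibition of test wells between control levels plus 3 SD, cut at about 38% in these data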;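 also: cells cotransfected with COUP-TFII expression vector driving the NGFI-A reporter; 0% = median of COUP-TF2 test wells and 100% = reporter-only cells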
Target sequence (P24468 whole entry, looked up): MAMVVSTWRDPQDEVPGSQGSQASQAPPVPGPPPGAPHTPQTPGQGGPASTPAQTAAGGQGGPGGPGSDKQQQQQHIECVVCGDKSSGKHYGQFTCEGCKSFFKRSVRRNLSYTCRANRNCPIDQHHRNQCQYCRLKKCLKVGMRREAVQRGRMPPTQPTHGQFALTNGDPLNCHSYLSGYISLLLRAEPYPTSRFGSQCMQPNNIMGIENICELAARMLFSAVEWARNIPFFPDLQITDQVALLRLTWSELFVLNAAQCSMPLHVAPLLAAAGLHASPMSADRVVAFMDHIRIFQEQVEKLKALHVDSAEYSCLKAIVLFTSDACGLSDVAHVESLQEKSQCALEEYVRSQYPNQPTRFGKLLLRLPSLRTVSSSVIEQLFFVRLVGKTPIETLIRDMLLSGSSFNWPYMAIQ
TWEAK Fn14 block – blocks TWEAK-Fn14 interaction in a reporter cell assay; TWEAK-stimulated Fn14 reporter cells, luciferase luminescence, 8 h; inhibition, % at 10 µM; actives 2% (n = 360,000); AID 1159606; in the data active = inhibition above about 50%
C8 TRAIL sens – sensitizes caspase-8 expressing cells to TRAIL | inhibition (viability loss, TRAIL sensitization), % at 10 µM | actives 1% (n = 360,000) | NB7+C8 cells + TRAIL, ATPlite viability luminescence;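 active = compounds causing at least 50% loss of cell viability in the single-dose screen, relative to plate controls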
KKLEB cytotox – CF airway cell cytotoxicity counter-screen; activity change (cytotoxicity), % at 5 µM; KKLEB CF airway cells viability, ATPlite luminescence, overnight; hits give low values; cells stimulated with P. aeruginosa culture filtrate; AID 602141; actives 0.36% (n = 360,000);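 active = corrected activity change at or below -50% at 5 µM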
TROY signal inh – blocks TROY-dependent signaling in reporter cells | Q293 LMP1-TROYcd NF-kB luciferase reporter, 4 h | actives 0.98% (n = 360,000) | inhibition, % at 10 µM;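 active = compounds whose plate-normalised and pattern-corrected inhibition of the luciferase reporter signal at the single screening dose is 50% or more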
LRH-1 inv ag – suppresses constitutive activity of human LRH-1; HEK293T StAR-luciferase reporter, LRH-1 transfected, 24 h; inhibition, % at 3.6 µM; actives 0.13% (n = 360,000);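 active = inhibition above the mean inhibition of all tested compounds plus 3 SD, cut at about 73% in these data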;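 also: 0% = DMSO wells and 100% = reporter-only cells lacking LRH-1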
Target sequence (O00482 whole entry, looked up): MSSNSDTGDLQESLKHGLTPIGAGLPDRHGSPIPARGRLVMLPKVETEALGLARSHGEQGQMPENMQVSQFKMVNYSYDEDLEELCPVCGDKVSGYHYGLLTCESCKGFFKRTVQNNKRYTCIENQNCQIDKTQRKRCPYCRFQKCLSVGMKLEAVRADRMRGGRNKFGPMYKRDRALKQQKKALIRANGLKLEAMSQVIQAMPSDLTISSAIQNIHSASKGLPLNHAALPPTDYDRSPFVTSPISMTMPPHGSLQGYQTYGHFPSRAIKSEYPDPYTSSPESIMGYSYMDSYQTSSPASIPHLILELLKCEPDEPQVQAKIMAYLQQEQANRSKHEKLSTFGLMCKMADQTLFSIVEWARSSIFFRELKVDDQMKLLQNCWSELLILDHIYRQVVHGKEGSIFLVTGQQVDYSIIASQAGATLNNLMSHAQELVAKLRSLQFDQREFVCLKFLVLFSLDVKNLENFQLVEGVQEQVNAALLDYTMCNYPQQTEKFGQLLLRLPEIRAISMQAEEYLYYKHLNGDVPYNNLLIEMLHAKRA
NCOA2 inhibitor – human SRC2 (NCOA2) inhibition. AID 651957. HEK293 GAL4-SRC2 luciferase reporter, luminescence. inhibition, % at 9 µM. Q15596. actives 0.17% (n = 370,000);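 active = inhibition above the mean inhibition of all tested compounds plus 3 SD, set per campaign, cut at about 52% in these data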;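 also: 0% = DMSO treated cells and 100% = cells given Gossypol at 36 µM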
* = called active by the depositor; / = not tested or not shown.

The line under a structure holds: SRC1 inh | NCOA3 inh | LMP1 NFkB inh | CF NFkB inh | NR2F2 inh | TWEAK Fn14 block | C8 TRAIL sens | KKLEB cytotox | TROY signal inh | LRH-1 inv ag | NCOA2 inhibitor
O=C(CS(=O)CC(=O)N(CC(=O)NC1CCCC1)C1CCCCC1)Nc1ccc(F)cc1 (stereo unspecified)
 : 1 | 0 | 6 | -7 | -8 | -4 | 4 | -1 | 15 | -3 | -7
O=C(C1CC1)N1CCc2cc(Br)cc(S(=O)(=O)NCc3ccc4c(c3)OCO4)c21
 : -4 | 8 | -11 | -2 | 10 | 2 | -28 | -4 | 11 | 15 | -5
COc1ccccc1N(CC(O)CN1CCC(C)CC1)S(=O)(=O)c1ccccc1 (stereo unspecified)
 : -11 | 7 | -6 | 4 | -4 | 6 | -6 | -4 | 2 | -4 | 2
CCc1nc(Nc2ccccc2)c2nnn(Cc3ccccc3)c2n1
 : -7 | 3 | -7 | 14 | 17 | 33 | 4 | -18 | -5 | 25 | 32
Cn1c(=O)c2c(nc(NCc3cccnc3)n2Cc2ccc(Cl)cc2)n(C)c1=O
 : -7 | 14 | 6 | -3 | 4 | 8 | 24 | -1 | 1 | -2 | 21
O=C(NCc1ccco1)c1ccc(S(=O)(=O)N2CCCc3ccccc32)cc1
 : 1 | 7 | -4 | 3 | 15 | 9 | 5 | 4 | 6 | -4 | -5
COc1ccc(C(=O)CCC(=O)NCCc2c[nH]c3ccccc23)cc1OC
 : -12 | -3 | -1 | 3 | 7 | 9 | -4 | -2 | -13 | 14 | 18
C=C(C)CSC1=C(C#N)C(c2ccccc2)CC(=O)N1 (stereo unspecified)
 : -2 | 15 | -4 | 1 | 23 | 0 | 36 | -10 | 15 | -3 | -35
Cc1ccc(C(=O)CCC(=O)OCC(=O)Nc2cc(S(=O)(=O)N(C)C)ccc2C)cc1
 : 7 | -10 | 0 | 29 | 5 | -32 | -13 | -7 | -7 | -11 | -8
Cc1cccc(N(C)c2ncnc3onc(-c4ccc(F)cc4)c23)c1C
 : -4 | 8 | 4 | 32 | -2 | -31 | 28 | -26 | -5 | -2 | -10
CCOC(=O)C1=C(C)C2C3C(=O)N(c4ccc(C)cc4C)C(=O)C3C1(C)C1C(=O)N(c3ccc(C)cc3C)C(=O)C21 (stereo unspecified)
 : 4 | 10 | -2 | 24 | -2 | 17 | -15 | -16 | 0 | 6 | -54
Nc1c(C(=O)Nc2ccc(S(=O)(=O)N3CCCC3)cc2)sc2nc3cc4c(cc3cc12)CCC4
 : -23 | -58 | -13 | -12 | 3 | 8 | 28 | -6 | 0 | -30 | -12
Cc1ccccc1NC(=O)C1CC(=O)OC12CCOC(C)(C)C2 (stereo unspecified)
 : -12 | 14 | -2 | -1 | 6 | -1 | 9 | 9 | 9 | -14 | 6
CCOc1ccc(-n2ccc(=O)c(C(=O)O)n2)cc1
 : -7 | -17 | -1 | -2 | -3 | -21 | -21 | -2 | 9 | -7 | -14
CC(=O)Oc1ccc2oc(=O)c3c(c2c1)CCCN3C(=O)CN1CCOCC1
 : -24 | 5 | 0 | -12 | -17 | 3 | -3 | 1 | -20 | 25 | 11
O=C1c2ccccc2[C@@H]2C[C@@H](O)[C@H](Nc3cccc(C(F)(F)F)c3)CCN12
 : -12 | 10 | 4 | 17 | -1 | -1 | 4 | -17 | -11 | -37 | 9
O=C(N/N=C/c1ccc(Cl)cc1)Nc1ccccc1
 : -81 | -38 | -38 | -5 | -20 | 4 | 4 | 2 | -62 | -67 | -65
COCCCNC(=O)c1ccc(-c2nc3ccccc3nc2-c2ccccc2)cc1
 : 7 | -5 | / | -4 | 9 | 14 | -4 | 6 | 14 | 4 | 1
COCCNC(=S)N1CCC2CC1c1cc(-c3ccc4c(c3)OCO4)ccc12 (stereo unspecified)
 : 17 | 11 | / | 7 | 1 | -9 | 14 | -17 | 23 | -6 | 32
CCC(C)Sc1nc2c(c(=O)[nH]1)C(c1cccs1)C1=C(CCCC1=O)N2 (stereo unspecified)
 : -6 | -19 | 3 | 21 | -1 | 8 | 20 | 0 | 15 | -5 | -7
CC1(C)Cc2c(sc(NC(=O)c3ccco3)c2C(=O)O)CO1
 : -19 | -1 | -4 | -10 | -21 | -5 | -10 | 14 | -45 | -49 | -65
CCn1cc(C(=O)NCCCN2CCCC(C)C2)c(=O)c2cc(S(=O)(=O)N(C)C3CCCCC3)ccc21 (stereo unspecified)
 : 11 | 23 | 5 | 2 | -6 | -13 | 7 | -8 | -17 | -1 | 13
COc1ccccc1NC(=O)c1ccc(-n2ccnc2)c([N+](=O)[O-])c1
 : 3 | -13 | 5 | -6 | 2 | 1 | 15 | -1 | -8 | -8 | -8
O=C(Nc1ccccc1-c1ccccc1)c1cc(C(F)(F)F)cc(C(F)(F)F)c1
 : -18 | 9 | -5 | 10 | 3 | 5 | 1 | 12 | 0 | 3 | 1
CCOc1ccc(C(C)=O)cc1CSC(=N)N
 : -7 | 0 | 0 | -29 | 10 | -9 | 3 | 17 | -12 | -4 | 24
COc1ccc(S(=O)(=O)N2CCOCC2)cc1NC(=O)CN1CCCC1
 : -11 | 4 | -2 | 12 | 0 | -14 | -18 | -8 | -1 | -6 | 7
CN(C)c1ccc(C(C(=O)NCc2ccccc2)N(Cc2cccnc2)C(=O)c2snc(C(N)=O)c2N)cc1 (stereo unspecified)
 : 7 | 1 | -3 | -10 | 13 | 7 | 17 | -20 | -3 | 2 | 0
O=C(Nc1ccc2c(c1)CCC2)C1CCN(c2c3c(nc4ncnn24)CCC3)CC1
 : 4 | 35 | 11 | 4 | 30 | 35 | 43 | -2 | 35 | 18 | 26
CC(C)c1ccc(N(CC(=O)Nc2ccc(S(=O)(=O)N3CCOCC3)cc2)S(C)(=O)=O)cc1
 : -19 | -2 | 5 | -2 | 12 | 8 | 0 | 0 | 3 | -2 | 0
O=C(CNC(=O)c1ccccc1)Sc1ccccc1
 : 3 | -7 | 3 | 25 | -3 | 10 | -10 | -6 | -15 | -8 | 15

Fetched by structure from the list above (three):
The line under a structure holds: SRC1 inh | NCOA3 inh | LMP1 NFkB inh | CF NFkB inh | NR2F2 inh | TWEAK Fn14 block | C8 TRAIL sens | KKLEB cytotox | TROY signal inh | LRH-1 inv ag | NCOA2 inhibitor
O=C(Nc1ccc2c(c1)CCC2)C1CCN(c2c3c(nc4ncnn24)CCC3)CC1
 : 4 | 35 | 11 | 4 | 30 | 35 | 43 | -2 | 35 | 18 | 26
O=C(Nc1ccccc1-c1ccccc1)c1cc(C(F)(F)F)cc(C(F)(F)F)c1
 : -18 | 9 | -5 | 10 | 3 | 5 | 1 | 12 | 0 | 3 | 1
CC1(C)Cc2c(sc(NC(=O)c3ccco3)c2C(=O)O)CO1
 : -19 | -1 | -4 | -10 | -21 | -5 | -10 | 14 | -45 | -49 | -65

Entries of single compounds as entered above. Order of screens: SRC1 inh	NCOA3 inh	LMP1 NFkB inh	CF NFkB inh	NR2F2 inh	TWEAK Fn14 block	C8 TRAIL sens	KKLEB cytotox	TROY signal inh	LRH-1 inv ag	NCOA2 inhibitor
O=C(Nc1ccc2c(c1)CCC2)C1CCN(c2c3c(nc4ncnn24)CCC3)CC1 in the list: 4	35	11	4	30	35	43	-2	35	18	26
CCOc1ccc(C(C)=O)cc1CSC(=N)N in the list: -7	0	0	-29	10	-9	3	17	-12	-4	24
CN(C)c1ccc(C(C(=O)NCc2ccccc2)N(Cc2cccnc2)C(=O)c2snc(C(N)=O)c2N)cc1 (stereo unspecified) in the list: 7	1	-3	-10	13	7	17	-20	-3	2	0

(cont.)
canonical_smiles	SRC1 inh	NCOA3 inh	LMP1 NFkB inh	CF NFkB inh	NR2F2 inh	TWEAK Fn14 block	C8 TRAIL sens	KKLEB cytotox	TROY signal inh	LRH-1 inv ag	NCOA2 inhibitor
Cc1cc(C)cc(NC(=O)CSc2nnc(CNC(=O)c3ccco3)n2C)c1	-1	-6	-5	-9	0	-11	5	6	-4	20	-29
COc1ccc(C(=O)CN2C(=O)c3ccccc3C2=O)c(OC)c1C	8	4	-4	-4	/	-5	-3	3	-6	-3	/
CC(=O)Nc1ccc(NC(=O)Nc2cccc(Cl)c2)cc1	-36	-28	4	25	4	-10	-6	21	-15	-30	-38
Cc1cc(C)cc(N(C(C)C(=O)N2CCOCC2)S(C)(=O)=O)c1 (stereo unspecified)	-17	3	-2	-28	-26	0	5	4	-3	-2	-17
O=C(CSc1cccc[n+]1[O-])Nc1ccccc1Oc1ccccc1	1	17	4	-16	11	-8	-19	-15	15	16	8
CCN(CC)S(=O)(=O)c1ccc(C(=O)NC(=S)N(CCO)Cc2ccccc2)cc1	10	-36	-2	-4	-9	-3	-1	-8	-3	1	-6
CCC(C(=O)Nc1cnccn1)c1ccccc1 (stereo unspecified)	-7	-10	-3	9	-3	-1	-4	3	5	8	-39
Cc1ccc(SCCC(=O)OC(C(=O)NC(N)=O)C(C)C)cc1 (stereo unspecified)	-6	11	5	8	-3	-15	-2	-2	-18	12	1
O=c1oc2ccccc2c(N2CCOCC2)c1[N+](=O)[O-]	14	16	-3	-16	-9	21	-2	4	-1	-3	1
COc1ccc(-c2csc(Nc3cccc(C)n3)n2)cc1OC	-51	-99	57*	-30	-44	-16	0	-5	-55	-125	-70
Nc1c(-c2cccc(Cl)c2)cnn1-c1cccc(C(F)(F)F)c1	-70	-32	-2	4	-19	-34	6	-4	-13	-27	-12
COc1ccc(N(C(=O)c2snc(C(N)=O)c2N)C(C(=O)NC2CCCC2)c2ccc(C)o2)c(OC)c1 (stereo unspecified)	-32	-25	-2	11	-9	22	5	-12	13	4	3
CN(c1ccccc1)S(=O)(=O)c1cc(C(=O)c2nccn2C)ccc1Cl	-1	6	-3	-11	-5	17	1	4	6	12	7
COc1ccc(-c2ccc(C(C)=O)cc2)cc1[C@H]1[C@H]2C=CC[C@@H](C)[C@@H]2C(=O)N1Cc1ccccc1	-70	-1	4	36	-9	6	5	2	-1	-9	7
CC(=O)Nc1cccc(NC(=O)c2c(-c3ccccc3)noc2C)c1	19	11	-8	-18	-11	13	-2	6	37	31	-3
Cn1nc(C(=O)Nc2ccc(S(=O)(=O)N3CCOCC3)cc2)c2ccccc2c1=O	-24	9	-4	-12	-6	2	1	0	15	-5	13
COc1ccc(Cc2nnc(NC(=O)C3CCN(C(=O)c4ccco4)CC3)s2)cc1	1	9	7	6	20	4	-1	8	19	25	8
Cc1csc2nc(=O)c3ccccc3n12	6	15	-9	-9	9	12	-4	4	-19	2	-24
Cc1ccc(-n2nnc3ccccc3c2=O)cc1C	-96	-31	-19	-4	-49	-9	-5	5	-46	-94	-49
CC1CCN(C(C)C(=O)Nc2cc(S(=O)(=O)N3CCCCC3)ccc2Cl)CC1 (stereo unspecified)	4	6	7	6	7	7	3	1	2	5	6
O=C1CC[C@H](O)CCN1CCSc1ccc(Br)cc1	-32	-15	11	-6	-16	-12	1	0	-28	-22	0
COCCn1c(C)cc(C(=O)CSc2ccc3ccccc3n2)c1C	-70	-62	-22	0	0	19	6	-6	-11	-100	-30
Cn1cc(-c2cc(C(=O)O)on2)cn1	-60	15	-8	-4	1	0	-13	-5	-2	7	8
CCOc1ccccc1NC1c2ccccc2C(=O)N1Cc1ccco1 (stereo unspecified)	-8	-25	-7	11	1	9	-18	0	-6	-27	4

An unsorted share of the library. Share with any hit: about 4.2%.
